Luc counter = blocks Kinase-Glo luciferase, a counter-screen artifact; AID 1379; Kinase-Glo luciferase, ATP luminescence, 8 min; 0.28% of 200,000 active; Q27757; Potency, µM (doses to about 38.3 µM), for inactives: top-dose activity change, negative = inhibition, most hits filed as inhibitors; note: potency is the fitted concentration of half-maximal effect; % is set by controls: 0 for no effect and ±100 for the full control effect; nearly all actives have a fitted effect of over 60% in size
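Compounds were added to a substrate mix at pH 7.2 (50 mM imidazole, 10 uM ATP, within the enzyme's linear range), followed by Kinase-Glo detection reagent; luminescence was measured after 8 minutes at ambient temperature.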
NPSR antagonist = antagonists of human neuropeptide S receptor cAMP signaling. Q6W5P4. CHO-NPSR cells, cAMP TR-FRET, antagonist mode. Potency, µM (highest dose often 38.3 µM), inactives show top-dose activity change, negative = inhibition, hits mostly inhibitors. 1% of 220,000 active. AID 1461; note: potency is the fitted concentration of half-maximal effect; % is set by controls: 0 for no effect and ±100 for the full control effect; nearly all actives have a fitted effect of over 50% in size; many of its hits are not listed in these tables
Target sequence (Q6W5P4 whole entry, looked up): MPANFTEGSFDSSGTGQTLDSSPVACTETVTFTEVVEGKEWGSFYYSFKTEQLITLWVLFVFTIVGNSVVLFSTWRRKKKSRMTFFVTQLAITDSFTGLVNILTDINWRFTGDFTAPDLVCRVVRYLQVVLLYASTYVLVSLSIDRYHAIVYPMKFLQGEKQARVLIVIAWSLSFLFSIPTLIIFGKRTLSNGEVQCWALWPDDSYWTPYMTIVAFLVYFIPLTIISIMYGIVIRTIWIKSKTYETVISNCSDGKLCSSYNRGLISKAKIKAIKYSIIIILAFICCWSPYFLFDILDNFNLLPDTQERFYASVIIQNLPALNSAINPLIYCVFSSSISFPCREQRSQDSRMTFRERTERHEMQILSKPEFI
GLA spleen mod = alpha-galactosidase A (human) modulation | P06280 | human spleen homogenate, 4MU-alpha-Gal fluorescence, 40 min | Potency, µM (doses to about 80 µM), without a hit: at the highest dose activity change, negative = inhibition, hits mostly inhibitors | 0.008% of 240,000 active | AID 2107;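 note: potency is the fitted concentration of half-maximal effect; 0% = enzyme with vehicle and -100% = no enzyme basal signal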
Target sequence (P06280 32-429 limits assumed): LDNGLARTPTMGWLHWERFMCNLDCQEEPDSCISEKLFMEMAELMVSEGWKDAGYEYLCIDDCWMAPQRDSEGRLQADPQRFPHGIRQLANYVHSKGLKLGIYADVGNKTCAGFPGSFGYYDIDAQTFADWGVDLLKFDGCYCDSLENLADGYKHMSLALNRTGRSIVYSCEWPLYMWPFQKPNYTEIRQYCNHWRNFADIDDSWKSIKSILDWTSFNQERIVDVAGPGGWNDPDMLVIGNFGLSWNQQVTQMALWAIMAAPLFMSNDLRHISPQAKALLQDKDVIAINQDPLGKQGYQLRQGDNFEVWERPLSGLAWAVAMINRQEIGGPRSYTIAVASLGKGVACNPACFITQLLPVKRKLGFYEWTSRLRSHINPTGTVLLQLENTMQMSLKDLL
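Fluorogenic readout (Ex 365/Em 440 nm) of 4-methylumbelliferone released from 1 mM 4-MU-alpha-galactoside by spleen homogenate, 40 min at 37C, pH 5.0. Data normalized to no-enzyme and enzyme controls; Hill-equation AC50 from compound titrations.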
Epigenetic derep = epigenetic control regulation, reporter derepression. murine LDR cells, GFP reporter derepression, 30 h. Potency, µM (top dose mostly 53.9 µM), inactives show at the top dose GFP activation, actives largely listed as activators. 0.2% of 280,000 active. AID 1865; note: potency is the fitted concentration of half-maximal effect; % of control where 0% means no effect; nearly all actives have a fitted effect of over 60% in size
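In this reporter-derepression format, murine cells bearing a silenced integrated CMV-GFP locus incubate with test compound (30 h, 37 C), then are washed and imaged; fluorescent objects of 20–120 um count as induced cells.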
Lamin A splicing = changes lamin A minigene splicing in HeLa cells. HeLa LMNA splicing GFP/RFP minigene ratio, 48 h. Potency, µM (titrated, usually from 46.1 µM), for the others: top-dose ratio change, negative = inhibition, hits mostly inhibitors. 0.01% of 200,000 active. AID 1487; active = well fitted inhibition curve with a large enough effect in the signal ratio, with a control signal flat, not every such curve was filed as active; inconclusive = small, poorly fitted or top-dose-only effect, or effect the other way, or a change in a side signal; the % refers to the signal ratio; note: potency is the fitted concentration of half-maximal effect; % is set by controls: 0 for no effect and ±100 for the full control effect
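S3 HeLa cells stably expressing lamin A-EGFP splicing minigene plus DsRed2, 600 cells/well, 48 h compound exposure at 37C. Laser-scanning cytometry; analysed as GFP (500-530 nm)/RFP (575-640 nm) total intensity ratio; 0.5% DMSO vehicle.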
IMPase Li cell = cell-permeable IMPase inhibitors with lithium potentiation; CHO-M1 cells, IP1 TR-FRET (IP-One), carbachol + lithium; Potency, µM (highest dose often 59.4 µM), without a hit: top-dose activity, negative = IMPase inhibition, actives largely listed as inhibitors; 0.35% of 210,000 active;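 note: IP1 builds up when IMPase is blocked and the TR-FRET signal falls; potency is the fitted concentration of half-maximal effect; plate controls were basal vehicle for no effect and high inhibitor control for full effect; nearly all actives have a fitted effect of over 50% in size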
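Lithium-sensitised IP1 accumulation assay; M1-expressing CHO cells treated 30 min at 37C with compound. Competitive antibody detection by time-resolved FRET followed a 10 min room-temperature lysis step.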
CBFb-RUNX1 inh = inhibitors of human CBF-beta and RUNX1 interaction. Q01196+Q13951. Potency, µM (top dose mostly 59.8 µM), without a hit: top-dose activity, negative = inhibition, actives largely listed as inhibitors. AlphaScreen CBFb-His/RUNX1-biotin binding, biochemical. 230,000 tested, under 10 active; note: % of control where 0% means no effect
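AlphaScreen binding: CBFb-His and RUNX1-biotin (30 nM each) preincubated 20 min, compound added for 15 min, then nickel and streptavidin beads for 90 min, all at room temperature. Disruption of the interaction by any mechanism counts as activity.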
Starred values were filed as active, the others as inactive; ? = inconclusive; nt = no result given; & = joins results of further samples; [ ] = dose if it differs, or a comment. Unless noted, calls come from the whole dose curve; as a rule, active = well fitted curve in the direction sought with a large enough effect; inconclusive = small, poorly fitted or top-dose-only effect, or another doubt; inactive = no such curve, though single readings can be large; an effect the other way counts as inactive or inconclusive. This is a subset; count on the stated rates, not on these rows.

Results follow in this order: Luc counter | NPSR antagonist | GLA spleen mod | Epigenetic derep | Lamin A splicing | IMPase Li cell | CBFb-RUNX1 inh
- O=C(c1cnn2c(C(F)F)cc(C3CC3)nc12)N1CCc2ccccc2C1
  -5% | -7%[46.1 µM] | 8% | 0.0% | -14% | 48%[activator][38.3 µM] | 2%
- Cc1ccc2ccc3cccc4ccc1c2c34
  nt | nt | 9% | nt | nt | -6% | 3%[21.7 µM]
- CCS(=O)(=O)Nc1cccc(C2=NN(S(=O)(=O)c3ccc(C)cc3)C(c3ccco3)C2)c1 (configuration not stated)
  0% | -57% | -2% | -3.0% | ? | 7% | -18%
- CCc1onc(C)c1C(=O)O
  -3% | 12% | 5% | 0.0% | -1%[9.22 µM] | 1% | 7%
- NC(=S)Nc1nc2ccccc2s1
  0% | -29% | 1% | ? | nt | -9% | 1%
- CCc1ccccc1NC(=O)CSc1nnc(Cn2cnc3ccccc32)o1
  7% | -6%[46.1 µM] | 0% | -1.2% | 1% | -1% | 8%
- O=C(NCc1ccccc1)N(Cc1nc2ccccc2c(=O)[nH]1)C1CCCC1
  0% | 2%[46.1 µM] | 4% | 1.7% | -3% | 15%[38.3 µM] | 6%
- Cc1cccc(-c2nc(=S)c3c(n2Cc2ccco2)CCCC3)c1
  -1% | ? | 4% | -1.0% | -9% | ? | -2%
- Cc1ccc(-c2ccc(=O)n(CC(=O)NCc3ccco3)n2)cc1
  0% | 11%[46.1 µM] | 0% | -1.3% | 4% | 7%[38.3 µM] | 2%
- CC(C)CN(CCNC(=O)CN1C(=O)CSc2ccc(S(=O)(=O)N3CCOCC3)cc21)CC(C)C
  -3% | 4% | 3% | -2.8%&1.2% | -2%[46 µM] | 9% | 4%
- COCCSc1ccccc1C(=O)Nc1cc(C)cc(C)c1
  1% | 8% | -4% | -0.8%[10.1 µM] | -17%[46 µM] | 10% | 3%
- CCCCN(CC)S(=O)(=O)c1ccc(C(=O)N=c2sc3cc(NC(C)=O)ccc3n2C)cc1
  nt | ? | -1% | ? | -9% | nt | -1%
- Cc1ccc(S(=O)(=O)Oc2cccc(N3C(=O)C4CC=CCC4C3=O)c2)cc1 (configuration not stated)
  0% | -1%[46.1 µM] | -1% | -1.1% | 7% | 16%[38.3 µM] | 7%
- Cc1ccc(NC(=S)NNC(=O)c2ccco2)cc1
  2% | -20%[46.1 µM] | 3% | 0.0% | -6% | 40%[activator][38.3 µM] | 7%
- CC1=C(C(=O)OC2CCCCCC2)C(c2ccc(C)o2)C2=C(CCCC2=O)N1 (configuration not stated)
  -1% | -49% | 15% | 0.0% | ? | 14% | -3%
- COc1ccc(C(=O)NCC(=O)OCC(=O)Nc2cccc(S(=O)(=O)N3CCCC3)c2)cc1
  nt | 13% | -6% | 0.0% | nt | nt | -1%
- O=C1CSC(c2ccc(F)cc2)N1c1nc2ccccc2s1 (configuration not stated)
  3% | -45% | -3% | 1.1% | ? | 9% | 24%
- COC(=O)NC(CC(C)=O)c1cccs1 (configuration not stated)
  nt | nt | 0%[17.5 µM] | 1.1%[10.1 µM] | nt | nt | -2%[13.1 µM]
- Cc1cc(C)n(CCC(=O)N/N=C/c2ccc(Cl)c([N+](=O)[O-])c2)n1
  nt | -8% | -1% | 1.7% | nt | nt | 8%
- COC(=O)[C@@]1(Cc2ccc(F)cc2)[C@H]2c3cc(C(=O)N4CCCC4)n(CCc4c[nH]c5ccccc45)c3C[C@H]2CN1C(=O)c1ccccc1
  -3% | nt | 1% | 1.4% | nt | 0% | -19%
- Cc1ccc(S(=O)(=O)NCC(=O)OC2CCOC2=O)cc1 (configuration not stated)
  0% | -25%[46.1 µM] | -30% | -1.1% | 8% | 5%[38.3 µM] | -1%
- CCOc1[nH]n(-c2ccccc2)c(=O)c1C=Nc1ccc(C(=O)OC)cc1
  0% | 8% | 8% | 12% | nt | 6% | 27%
- C[C@@H]1CC=C[C@H]2[C@H]1C(=O)N(Cc1ccccc1)[C@H]2c1ccc(-c2ccc(F)cc2)cc1F
  nt | -54% | 3% | -3.2% | nt | nt | 11%
- CCCSc1nnc(CSc2nc3nc(C)cc(C)n3n2)o1
  -1% | 2%[46.1 µM] | 1% | 0.0% | 8% | -2%[38.3 µM] | 5%
- COc1ccc2c(c1OC)C(=O)N1c3ccccc3C(=O)N(c3ccc(F)cc3)C21 (configuration not stated)
  0% | -23%[46.1 µM] | 3% | -0.8% | ? | -2%[38.3 µM] | 4%
- Cc1ccc(Cn2cc(/C=N/Nc3ccc([N+](=O)[O-])cn3)c3ccccc32)cc1
  -1% | -15% | -10% | 8.9% | -3% | 7% | -7%
- CC(=O)C1=C(O)C(=O)N(Cc2cccnc2)C1c1ccc(Cl)cc1Cl (configuration not stated)
  1% | -2% | 4% | 0.0% | -6% | -17% | -2%
- CC(C)Sc1nc2c(c(=O)[nH]c(=O)n2C)n1Cc1ccc(Cl)cc1
  -3% | -12%[46.1 µM] | -3% | -1.2% | 5% | 16%[38.3 µM] | 0%
- COc1ccc(NC(=O)CNC(=O)Cn2c(C)cc3ccccc3c2=O)c(OC)c1
  -1% | -2% | -2% | 0.6%&2.9% | ? | -8% | -27%
- COCCCN1CN(Cc2ccco2)CNC1=S
  nt | 8% | 5% | 0.0% | nt | nt | 1%
- O=C(Nc1cccc(F)c1)N1CCCC2(CCN(C(=O)c3cccc(F)c3)CC2)C1
  -4% | nt | 0% | nt | nt | 12% | nt
- COC(=O)C(O)(CC(=O)Nc1ccc(OC(F)(F)F)cc1)C(F)(F)F (configuration not stated)
  -5% | 0%[46.1 µM] | -6% | -1.0% | 7% | 20%[38.3 µM] | 9%
- O=C(c1ccc2c3c(cccc13)C(=O)N(O)C2=O)N1CCCCC1
  -8% | -10%[46.1 µM] | -3% | -1.1% | ? | -9%[38.3 µM] | 1%
- COC/C=C/C1=CC2=CC(=O)C(C)(OC(=O)c3cnc4ccccc4n3)C(=O)C2=CN1C1CC1 (configuration not stated)
  -2%[7.66 µM] | nt | -1%[17.5 µM] | nt | -7%[9.22 µM] | -2% | 1%[13.1 µM]
- Cc1ccc(COc2ccccc2C(=S)N2CCCC2)cc1
  -2% | -26% | 3% | 1.1% | -21%[46 µM] | 20% | 10%
- CC(=O)Nc1ccc(-c2cc(C(=O)O)c3ccccc3n2)cc1
  nt | 3% | 12% | -0.7% | nt | nt | 17%
- COc1ccc(/C=C/C(=O)N2CCCC2)cc1OC
  -3% | 12% | 1% | 1.5% | -2%[46 µM] | -2% | 5%
- CC(=O)N1c2ccc3ccccc3c2C(C)CC12CCCCC2 (configuration not stated)
  14% | -28%[46.1 µM] | -5% | -1.0% | 12% | 15%[38.3 µM] | 3%
- O=C(c1ccccc1)c1nc[nH]c1C(=O)Nc1ccccc1
  5% | -17%[46.1 µM] | -3% | -1.8% | -13% | -6%[38.3 µM] | -1%
- CSc1ccc(C2C(C#N)=C(N)Oc3cc4c(cc32)OCO4)cc1 (configuration not stated)
  -5% | -8%[46.1 µM] | -1% | 1.4% | ? | 4%[38.3 µM] | -14%
- O=C(Oc1cccc(/C=N/Nc2nc(Nc3ccccc3)nc(N3CCOCC3)n2)c1)c1ccco1
  -1% | -10% | -4% | 1.1% | ? | 11% | -29%
- CCn1c(COc2ccccc2)nnc1SCC(=O)NCc1ccco1
  0% | 5% | 0% | 0.0% | 23%[46 µM] | 12% | -2%
- C[C@H]1CCC[C@]2(O[C@@H](CCO)C[C@H](O)[C@H]2O)O1
  2% | 10% | 6% | 1.2% | -6% | -7% | 4%[2.36 µM]
- O=C(NC1(C(F)(F)F)NC(=O)N(c2ccc(F)c(Cl)c2)C1=O)c1ccncc1 (configuration not stated)
  2% | -7%[46.1 µM] | 2% | -1.1% | 3% | 0%[38.3 µM] | -1%
- CN1C(=O)C(CC(=O)Nc2ccc3c(c2)Cc2ccccc2-3)N(C)C1=O (configuration not stated)
  3% | 11%[46.1 µM] | 3% | -1.0% | 4% | 29%[38.3 µM] | 3%
- CCc1nc(NCC2CCCO2)c(C#N)c2c1COC(C)(C)C2 (configuration not stated)
  5% | 18%[46.1 µM] | 1% | -0.8% | -9% | 10% | -1%
- C#CCOCCOCCOCCNc1nc(N2CCN(C(=O)[C@H]([C@@H](C)CC)n3cc([C@@H](N)CO)nn3)CC2)nc(N2CCN(C(=O)[C@H](CCCCN)n3cc([C@@H](N)CC(C)C)nn3)CC2)n1
  nt | -18% | 4% | 1.5% | nt | -4% | -2%
- O=C(CSc1nnc(C2COc3ccccc3O2)o1)N1CCCc2ccccc21 (configuration not stated)
  -3% | -16%[46.1 µM] | -2% | -0.8% | ? | 4%[38.3 µM] | -10%
- COc1cccc(-c2nc(CS(=O)(=O)CC(=O)N3CCN(C4CCCCC4)CC3)c(C)o2)c1
  0% | -12%[46.1 µM] | -2% | -0.8% | -15% | 31%[38.3 µM] | 9%
- Cc1sc(NC(=O)CN(Cc2ccc(F)cc2)C(=O)C(C)C)c(C(N)=O)c1C
  2% | -16%[46.1 µM] | -4% | -1.1% | 2% | 2%[38.3 µM] | 1%
- CCOC(=O)CN(Cc1sccc1C)C(=O)Nc1cccc(OC)c1
  -2% | 16% | -13% | 0.0% | -8% | -2% | 13%
- O=C(O)C(F)(F)S(=O)(=O)O
  0% | 13%[46.1 µM] | -2% | -0.5% | 7% | -15%[38.3 µM] | 7%
- CCOc1ccc(Nc2c3ccccc3nc3ccccc23)cc1
  nt | ? | ? | 5.9% | nt | nt | -16%
- CCNc1ncc2nc(-c3cn(C)c4ccccc34)c(=O)n(Cc3cccc(OC)c3)c2n1
  nt | nt | 2% | nt | ? | 2% | nt
- COc1ccc2nc(C)c(C(=O)OCCN(C)C)cc2c1
  nt | 3%[46.1 µM] | -9% | 5.3% | -4% | nt | 8%
- CCCCc1c(O)nc(SCC(=O)N2CCOCC2)n(-c2ccccc2C)c1=O
  15% | -24%[46.1 µM] | -20% | 0.5% | 1% | -17%[38.3 µM] | -6%
- Cc1nnc(N2CCOCC2)c2nn(-c3cccc(Cl)c3)c(C)c12
  0% | 2% | 2% | ? | ? | 17% | 2%
- COC(=O)N(C)c1nc2ccccc2s1
  -3% | 10%[46.1 µM] | -27% | 0.0% | -1% | 1%[38.3 µM] | 1%
- CN(C)c1ccc(CN(C(=O)/C=C/c2ccccc2Cl)C2CCS(=O)(=O)C2)cc1 (configuration not stated)
  nt | -21% | -1% | -0.1% | nt | nt | nt
- O=C1c2ccsc2SCCN1Cc1cccc(Cl)c1
  -3% | -3%[46.1 µM] | 1% | -1.5% | 11% | 16%[38.3 µM] | 3%
- O=C(NC(=S)Nc1ccc2ncccc2c1)c1ccccc1
  -1% | -15% | -1% | -1.6% | -11%[46 µM] | ? | -6%
